# SNCA viab count: GF-AFC viability counterscreen for inhibitors of alpha-synuclein gene (SNCA) expression | Potency, µM (highest dose often 57.1 µM), inactives show top-dose activity change, negative = cytotoxicity, hits mostly cytotoxic | AID 1671193, 2021 | HEK-293-SNCA-luc viability, GF-AFC fluorescence, 24 h | 150,000 compounds, 0.12% hits;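 note: potency is the fitted concentration of half-maximal effect; 0% = DMSO-treated cells and -100% = medium-only wells without cells; nearly all actives have a fitted effect of over 30% in size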
#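 Cytotoxicity counterscreen: after 24 h compound treatment of genome-edited SNCA-luciferase HEK-293 cells, live-cell protease substrate GF-AFC read by fluorescence after 30 min; activity scaled between DMSO (0%) and medium-only (-100%), curves Hill-fitted.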
# SNCA expr inh: Primary qHTS assay for inhibitors of alpha-synuclein gene (SNCA) expression; HEK-293 SNCA-luciferase knock-in, luminescence, 24 h; Potency, µM (top dose mostly 57.2 µM), inactives show at the highest dose activity change, negative = inhibition, actives largely listed as inhibitors; 140,000 compounds, 0.17% hits; AID 1671194, 2021;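 note: potency is the fitted concentration of half-maximal effect; plate controls were DMSO cells for no effect and cell-free wells for full effect; nearly all actives have a fitted effect of over 45% in size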
# 3T3 cytotox: Cytotoxic Profiling in NIH 3T3 Cell Line of Diverse Libraries Using Quantitative High-Throughput Screening. 94,000 compounds, 4.3% hits. Potency, µM (top dose mostly 96.7 µM), for the others: at the highest dose activity change, negative = cytotoxicity, most hits filed as inhibitors. NIH 3T3 viability, CellTiter-Glo ATP luminescence, 48-72 h. AID 1345082, 2018; note: potency is the fitted concentration of half-maximal effect; nearly all actives have a fitted effect of over 55% in size
#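 First NIH 3T3 cells are plated at 400 cells/well; next compound is pinned in; then plates incubate 48 or 72 hr at 37 °C; finally CellTiter-Glo is added and luminescence read after 10 min.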
# IP6K1 inh: Primary qHTS assay for small molecule inhibitors of Inositol hexaphosphate kinase 1 (IP6K1). Inositol hexakisphosphate kinase 1 (Homo sapiens), Q92551. IP6K1 kinase, ADP-Glo luminescence, 2 h; active compounds read low. activity change, % (series mostly up to about 58 µM). 140,000 compounds, 0.81% hits; in the data active = activity change below about -25%
# Target sequence (Q92551 whole entry, looked up): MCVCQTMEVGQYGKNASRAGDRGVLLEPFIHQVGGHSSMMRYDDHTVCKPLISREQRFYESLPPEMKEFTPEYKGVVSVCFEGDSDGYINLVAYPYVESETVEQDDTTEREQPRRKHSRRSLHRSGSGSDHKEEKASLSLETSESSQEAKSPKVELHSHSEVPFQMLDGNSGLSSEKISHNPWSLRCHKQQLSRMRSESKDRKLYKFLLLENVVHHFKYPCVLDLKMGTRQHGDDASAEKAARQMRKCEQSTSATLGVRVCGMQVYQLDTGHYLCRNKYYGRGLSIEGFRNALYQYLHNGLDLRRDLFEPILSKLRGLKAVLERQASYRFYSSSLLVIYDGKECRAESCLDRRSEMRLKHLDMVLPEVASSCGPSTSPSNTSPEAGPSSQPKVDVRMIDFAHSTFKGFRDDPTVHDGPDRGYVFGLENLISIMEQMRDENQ
#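 ADP-Glo luminescence measures ADP made by human IP6K1 during a 2 h RT reaction with ATP/IP6 (mix at 1.3 mM/130 uM); top library doses 57.5 and 19.1 uM final.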
# HEK cytotox: Cytotoxic Profiling in HEK 293 Cell Line of Diverse Libraries Using Quantitative High-Throughput Screening | HEK 293 viability, ATP luminescence (CellTiter-Glo), 48-72 h | Potency, µM (series often up to 115 µM), inactives show top-dose activity change, negative = cytotoxicity, hits mostly inhibitors | 94,000 compounds, 6.6% hits; note: potency is the fitted concentration of half-maximal effect; nearly all actives have a fitted effect of over 60% in size
#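 qHTS cytotoxicity; HEK 293, 250 cells/well; compound pinned; 48 or 72 hr, 37 degree Celsius, 5% CO2, 95% humidity; CellTiter-Glo, 10 min RT; luminescence (ATP).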
# Luciferase inh: Firefly luciferase inhibition profiling of diverse chemical library using quantitative high-throughput screening; AID 1347043, 2019; Luciferin 4-monooxygenase (Photinus pyralis), P08659; purified P. pyralis luciferase, luminescence, biochemical; Potency, µM (titrated, usually from 115 µM), for inactives: top-dose activity change, negative = inhibition, actives largely listed as inhibitors; 76,000 compounds, 2.5% hits; note: potency is the fitted concentration of half-maximal effect; nearly all actives have a fitted effect of over 65% in size
#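 Biochemical qHTS: compound (6-point titration) added to 10uM D-luciferin plus 10uM ATP in Tris acetate pH 7.5 buffer with Mg, Tween-20 and BSA, then purified enzyme at 10nM; light output imaged.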
# GPT2 inhibitor: Primary qHTS assay for inhibitors of Glutamate pyruvate transaminase 2 (GPT2); Alanine aminotransferase 2 (Homo sapiens), Q8TD30; Recombinant GPT2, coupled pyruvate oxidase/HRP Amplex Red fluorescence; Potency, µM (top dose mostly 57.7 µM), for inactives: at the top dose activity change, negative = inhibition, usual class: inhibitors; 100,000 compounds, 0.25% hits; AID 1671188, 2021; note: potency is the fitted concentration of half-maximal effect; nearly all actives have a fitted effect of over 60% in size; many of its hits are not listed in these tables
# Target sequence (Q8TD30 whole entry, looked up): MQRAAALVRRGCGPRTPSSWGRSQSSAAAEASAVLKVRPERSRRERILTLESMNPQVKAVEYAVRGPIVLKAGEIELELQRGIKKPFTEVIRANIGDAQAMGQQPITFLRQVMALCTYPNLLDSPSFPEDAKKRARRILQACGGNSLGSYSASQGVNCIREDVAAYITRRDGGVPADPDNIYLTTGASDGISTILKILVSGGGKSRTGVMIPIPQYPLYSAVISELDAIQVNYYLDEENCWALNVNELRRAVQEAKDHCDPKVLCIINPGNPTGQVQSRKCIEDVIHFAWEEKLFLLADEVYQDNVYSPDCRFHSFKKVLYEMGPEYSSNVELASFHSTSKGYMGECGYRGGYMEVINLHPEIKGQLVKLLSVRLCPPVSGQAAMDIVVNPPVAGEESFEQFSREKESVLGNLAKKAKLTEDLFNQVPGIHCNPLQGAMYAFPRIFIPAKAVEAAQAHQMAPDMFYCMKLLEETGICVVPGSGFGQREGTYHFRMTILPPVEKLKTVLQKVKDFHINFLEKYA
#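 Fluorescence of coupled pyruvate oxidase/HRP/Amplex Red system (50uM Amplex, 30 min, dark) reports pyruvate formed by GPT2. Enzyme reaction: 10ng/uL GPT2, 2mM L-alanine, 250uM a-KG, 30 min room temperature, pH 7.5; 50uM AOA control.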
# The depositor's hits bear a star; i = inactive; ? = inconclusive; · = no result given; [ ] = remark or other dose. Unless noted, calls come from the whole dose curve; as a rule, active = well fitted curve in the direction sought with a large enough effect; inconclusive = small, poorly fitted or top-dose-only effect, or another doubt; inactive = no such curve, though single readings can be large; an effect the other way counts as inactive or inconclusive. Unless noted, % is set by controls: 0 for no effect and ±100 for the full control effect.
SMILES,SNCA viab count,SNCA expr inh,3T3 cytotox,IP6K1 inh,HEK cytotox,Luciferase inh,GPT2 inhibitor
Cc1ccc(NC(=O)N2CCC(CCNC(=O)Cc3cccc(F)c3)CC2)cc1F,-3%,48%[activator],-19%,-4,-10%,0%,i
NC(=O)c1cccnc1OC1CCN(C(=O)c2cccs2)C1 (stereo not given),9%,25%,-10%,7,4%,-3%,i
O=C(CC1CCOCC1)Nc1ccc(OC(F)(F)F)cc1,2%[12.5 µM],151%[activator],-14%,-3,-18%,?,i
CCCCC(CC)CNC(=O)C1CCN(S(=O)(=O)c2cccc3nsnc23)CC1 (stereo not given),-12%,-11%,·,7,·,·,·
Cc1ccc(-c2ccc(=O)n(CC(=O)Nc3ccc(C(C)C)cc3)n2)cc1,16%,-16%,·,-7,·,·,·
COc1ccc(CN[C@H](C)c2onc(C)c2C(=O)O)cc1,4%[87.6 µM],1%[87.6 µM],-1%[138 µM],14,-9%[172 µM],-4%[172 µM],3%[88.5 µM]
Cc1ccc(C(=O)O)cc1NC1(c2ccccc2)C(=O)c2ccccc2C1=O,10%,10%,·,15,·,·,·
CCN(CC)S(=O)(=O)c1ccc(NC(=O)c2cc3ccc4cccnc4c3[nH]2)cc1,6%,21%,·,0,·,·,·
CCC(C)NC(=O)Cn1c(=O)n(-c2ccc(OC)c(OC)c2)c(=O)c2ccccc21 (stereo not given),-23%,52%[activator],·,-4,·,·,·
COc1ccc(C(=O)Nc2ccccc2C(=O)OCc2cc(=O)n3c4c(sc3n2)CCCC4)cc1,7%,-6%,·,-21,·,·,·
O=C1COc2ccc(-c3ccc(F)cc3)nc2CN1,5%[87.6 µM],19%[87.6 µM],?,-13,-27%[230 µM],10%[230 µM],4%[88.5 µM]
COCC(=O)N1CC[C@H](c2nc3ccc(C)cc3[nH]2)C1,5%[87.6 µM],11%[87.6 µM],-5%[230 µM],8,3%[230 µM],7%[230 µM],?
O=C(Cn1c(=O)n(Cc2nc(-c3ccccc3)no2)c(=O)c2cc3c(cc21)OCO3)Nc1ccc(Cl)cc1,7%,2%,·,-8,·,·,·
C#CCNC(=O)c1nc(-c2ccccc2)c2ccccn12,-2%[87.6 µM],-2%[87.6 µM],?,26,?,-7%[172 µM],i
Cc1ccc(Cl)cc1N1CCN(S(=O)(=O)c2cn(C)c(C)n2)CC1,5%,16%,·,-12,·,·,·
CCOC(=O)c1c(NC(=O)C(C)Sc2cn(CCNC(=O)c3c(F)cccc3F)c3ccccc23)sc2c1CCC2 (stereo not given),12%,?,·,6,·,·,·
COc1ccc(NC(=O)c2ccc3c(c2)OCCN(c2ccccc2)C3)cn1,-14%[87.6 µM],25%[87.6 µM],?,-6,?,-4%[172 µM],-20%[88.5 µM]
COc1ccc(OC)c(CNC(=O)CCc2c(C)nc3c(c2C)c(=O)n(C)c(=O)n3C)c1,-3%,?,·,10,·,·,·
O=C(c1nnc(COc2cc(F)cc(F)c2)n1-c1ccccc1)N1CCC[C@@H]1c1cccc(F)c1,-22%,-27%,40µM*,25,?,-6%,2%
O=C(Nc1ccc(F)cc1)c1nc2sccn2c1-c1ccc(C(F)(F)F)cc1,2%,-24%,?,8,?,·,-21%

# A few values from the list:
# COc1ccc(NC(=O)c2ccc3c(c2)OCCN(c2ccccc2)C3)cn1 | Luciferase inh = -4%[172 µM]
# O=C(Cn1c(=O)n(Cc2nc(-c3ccccc3)no2)c(=O)c2cc3c(cc21)OCO3)Nc1ccc(Cl)cc1 | IP6K1 inh = -8
# C#CCNC(=O)c1nc(-c2ccccc2)c2ccccn12 | SNCA expr inh = -2%[87.6 µM]

# Additional entries follow.
SMILES,SNCA viab count,SNCA expr inh,3T3 cytotox,IP6K1 inh,HEK cytotox,Luciferase inh,GPT2 inhibitor
CCc1ccc(S(=O)(=O)N2CC(COC)C3(CCNCC3)C2)cc1 (stereo not given),-18%,-26%,-6%,-4,-31%,9%,i
Cc1ccccc1CNC(=O)CCC(=O)N1CC2CCCN2c2ccccc21 (stereo not given),9%,15%,·,22,·,·,·
O=C(NCc1cccc(F)c1)c1csc(N2CCN(c3ccc(Cl)cc3)CC2)n1,-26%,?,-19%,-2,?,-2%,-17%
COc1cc(NC(=O)CSc2ncccc2C(=O)OC(C)C)cc(OC)c1,-11%,-11%,·,-3,·,·,·
O=C1CC(c2ccccc2)N(Cc2ccncc2)CCCN(C(=O)c2ccoc2)CCN1 (stereo not given),-6%,-8%,-16%,0,?,-11%,i
COc1ccc2c(c1)CN(C(=O)c1cccc(C#N)c1)CC[C@H]1COC(=O)N21,-9%[87.6 µM],4%[87.6 µM],1%[174 µM],-12,-1%[172 µM],7%[172 µM],0%[88.5 µM]
O=C(c1ccc2c(c1)OCO2)N1CCn2c(nnc2-c2cccnc2)C1,4%,-12%,-21%,-1,0%,·,i
Cc1cc(C(=O)N2C[C@@H](CO)[C@H](c3ccncc3)C2)c(C)o1,-27%,-29%,-11%,8,i,3%,i
Cn1ccc(C2CCCCN2Cc2cc(=O)c3cc(C(N)=O)ccc3[nH]2)n1 (stereo not given),3%,-12%,-3%,3,0%,13%,-17%
O=C(NC1CCCC1)c1cc(C2CC2)nc2onc(C3CCNC3)c12 (stereo not given),3%,39%[activator],i,7,-6%,·,i
CC(C)c1cnc2c(c1SCC(=O)Nc1ccc(C(N)=O)cc1)c(=O)n(C)c(=O)n2C,-8%,49%[activator],·,3,·,·,·
Cn1ncc(N2CCCC(CC(=O)NCc3cc(F)cc(F)c3)C2)cc1=O (stereo not given),4%,19%,-8%,26,0%,5%,-1%
Cc1c(C(=O)N(C)c2cccc(C(F)(F)F)c2)sc2nc3n(c(=O)c12)CCCCC3,8%,-12%,·,10,·,·,·
Cc1ccccc1N1CCCN(Cc2cccc(CCN)c2)CC1,?,36%[activator],?,-8,28µM*,-9%,?
CC(C)CN1C(=O)c2ccccc2C(C(=O)Nc2ccccn2)C12CCCC2 (stereo not given),-19%,-34%,?,17,?,-8%,i
Cc1nc2c(c(N3CCC(O)(CN4CCCC4)CC3)n1)CCNCC2,-4%,-16%,2%,0,i,-6%,-8%
CCN(c1cccc(C)c1)S(=O)(=O)c1nnc(NC(=O)c2ccccc2Cl)s1,1%,6%,·,-18,·,·,·
CCc1nn2c(=O)cc(COC(=O)c3ccccc3NC(=O)COc3ccc(C)c(C)c3)nc2s1,-1%,-7%,·,15,·,·,·
C/C(=C/CCC(CO)C1CCC2(C)C3CCC4C(C)(C)C(OC5OC(CO)C(O)C(O)C5O)CC(O)C45CC35CCC12C)COC1OC(CO)C(O)C(O)C1O (stereo not given),25%[23.9 µM],·,·,37,·,·,-11%[17.1 µM]
O=C(Nc1cccc(-n2cccn2)c1)C1CCCN1C(=O)CC1CC1 (stereo not given),8%,-11%,i,0,-5%,-3%,i
Cc1ccc(Cl)cc1-n1ncc2c(NCCCc3ccccc3)ncnc21,-17%,?,·,-13,·,·,·
COCCOc1ccnc(-c2noc([C@@H]3CCCN3Cc3cccnc3)n2)c1,5%[87.6 µM],6%[87.6 µM],-19%[174 µM],8,-10%[172 µM],0%[172 µM],i
CCOC(=O)c1c(C)oc2nc(C)nc(N3CCN(c4cc(Cl)ccc4C)CC3)c12,5%,33%[activator],·,-7,·,·,·
COc1ccc2c(c1)c1c(c(=O)n(CCc3ccccc3)c(=O)n1Cc1cccc(Cl)c1)n2C,6%,0%,·,2,·,·,·
O=C(CC1CCCC1)N1CCCC(c2noc(COc3ccccc3F)n2)C1 (stereo not given),-2%,-16%,?,0,?,-13%,-4%
O=C1CCN(Cc2ccccc2OCC(O)CN2CCCCC2)CCN1 (stereo not given),3%,13%,-19%,8,-23%,1%,-18%
COc1ccccc1CNc1ccc(-c2nc(-c3cccnc3)no2)cc1[N+](=O)[O-],2%,38%[activator],·,4,·,·,·
Cc1nn(CC(=O)N2CCCC2)c(=O)c2nc(C(C)C)sc12,3%,-9%,i,14,-2%,1%,-10%
COc1cccc(CNC(=O)[C@@H]2C[C@@H](O)CN2C2CCN(C(=O)c3ccc(OC)cc3C)CC2)c1,3%,2%,-20%,-2,-3%,5%,1%
CCc1noc(-c2ccn3c(CNC(=O)c4ccc(C(C)(C)C)cc4)nnc3c2)n1,-11%,3%,-18%,35,-20%,0%,4%
COc1ccc(-c2cc(N3CCC(NC(=O)c4cccc(C#N)c4)CC3)n[nH]2)cc1,-9%,19%,?,21,?,-3%,5%
CN(C)C(=O)CN1CCCC(N2CCN(c3cccc(C(F)(F)F)c3)CC2)C1 (stereo not given),-3%,-2%,3%,17,-21%,-7%,4%
O=c1c2sc3ccccc3c2n(Cc2cccc(Cl)c2)c(=O)n1Cc1ccccc1,-2%,1%,·,5,·,·,·
CCc1c(C)nc(SCc2nc(-c3ccccc3C)no2)[nH]c1=O,3%,-1%,·,-9,·,·,·
O=C(N1CCN(c2ccccn2)CC1)C1(c2ccc(Cl)cc2)CCOCC1,-8%,27%,-5%,-9,-23%,·,-3%
CC1(C)CC(=O)c2cc(C(=O)Nc3ccc(Br)cc3)c(=O)n(-c3ccc(Cl)cc3)c2C1,5%,-29%,·,19,·,·,·
COc1ccc2c(c1)CCN=C2C[C@H]1CN(S(C)(=O)=O)CC[C@H]1CC(=O)O,-1%[87.6 µM],-12%[87.6 µM],i,4,-5%[172 µM],-6%[172 µM],-6%[88.5 µM]
Cc1ccc(-c2cc3ncc4c(n3n2)-c2cc(Cl)ccc2OC4)cc1,6%,-24%,·,24,·,·,·
Cc1ccc(Cl)cc1NC(=O)C(NS(=O)(=O)c1cccc2nsnc12)c1ccccc1 (stereo not given),-2%,4%,·,11,·,·,·
CCOC(=O)C12CC1/C(=N/O)c1ccccc1O2 (stereo not given),-2%,2%,·,·,·,·,i
O=C1c2cc(N3CCOCC3)nc(-c3cnc4[nH]ccc4c3)c2CN1CC1CC1,-16%[87.6 µM],10%[87.6 µM],-63%[138 µM],-20,?,-2%[172 µM],1%[88.5 µM]
CS(=O)(=O)Nc1ccc(-c2nc3ccccc3s2)cc1,-6%,-83%,·,-15,·,·,·

# Source: PubChem BioAssay

# Only part of the results is shown. The share of hits here may be higher or lower than overall.
